ELG1 genotox – induces genotoxicity in HEK293T cells with luciferase-tagged ELG1; hit rate 1.3% among 330,000; HEK293T ELG1-luciferase reporter, luminescence, 16 h; Potency, µM (doses to about 46 µM), inactives show at the top dose activity change, positive = activation, actives largely listed as activators; note: % of control where 0% means no effect; nearly all actives have a fitted effect of over 60% in size
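HEK293T cells expressing luciferase-tagged ELG1 were treated with compound or DMSO for 16 hr at 37°C. Luciferase activity was then read after 30 min with ONE-Glo at room temperature; rising signal flags genetic stress.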
RORg inh – ROR gamma (mouse) transcription inhibition; Drosophila S2 Gal4-RORgamma UAS-luciferase reporter, 20 h; Potency, µM (highest dose often 53.6 µM), for inactives: at the highest dose activity change, negative = inhibition, hits mostly inhibitors; hit rate 5.4% among 310,000; AID 2551; note: % is set by controls: 0 for no effect and ±100 for the full control effect; nearly all actives have a fitted effect of over 60% in size
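ROR gamma transcriptional activity was tracked as Gal4-UAS luciferase output in stably transfected Drosophila Schneider cells, with compound added 1 hr before 700 uM copper sulfate induction and a 20 hr ambient-temperature incubation.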
NPC1 promoter act – activates the NPC1 promoter | Huh7 NPC1 promoter luciferase reporter, 24 h | AID 485313 | Potency, µM (series often up to 9.22 µM), inactives show at the top dose activation, most hits filed as activators | hit rate 2.4% among 320,000;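 note: % of control where 0% means no effect; nearly all actives have a fitted effect of over 60% in size; reporter is driven by a mutant NPC1 promoter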
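Luminescence from an NPC1 promoter-driven luciferase reporter in stably transfected Huh7 cells was measured after 24 h compound treatment at 37 °C, followed by 10 min ambient incubation with luciferase detection reagent.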
uPA surface inh – blocks generation of uPA at the cell surface. cell surface uPA generation assay, qHTS. Potency, µM (top dose mostly 38.3 µM), inactives show at the top dose activity change, negative = inhibition, usual class: inhibitors. hit rate 0.31% among 330,000; active = well fitted inhibition curve with a large enough effect; inconclusive = small, poorly fitted or top-dose-only effect; inactive = no such curve, though single readings can be large or run the other way; tested in mouse RAW 264.7 cells; note: % is set by controls: 0 for no effect and ±100 for the full control effect; nearly all actives have a fitted effect of over 55% in size
BRCA1 expr act – activators of BRCA1 expression. MCF7-BRCA1-FFLuc reporter, luminescence, 48 h; response scale: scaled: vehicle 0%, 10 µM genistein 100%. Potency, µM (series often up to 46.1 µM), for the others: at the highest dose activation, most hits filed as activators. hit rate 1.1% among 380,000. AID 624202; note: nearly all actives have a fitted effect of over 80% in size; some results filed as inactive show a strong effect at the top dose
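MCF7 cells carrying a BRCA1-firefly luciferase reporter (2000 cells/well, phenol-red free MEM) were attached for 2 h at 37 °C, then given compounds for 48 h. Luminescence was read 15 min after luciferase reagent; activity normalized to genistein (10 microM) and DMSO.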
MBNL1 CUG block – MBNL1-poly(CUG) RNA binding inhibition; Q9NR56; TR-FRET MBNL1-His/biotin-(CUG)12 binding, 665/545 ratio; Potency, µM (titrated, usually from 57.5 µM), without a hit: at the top dose activity change, negative = inhibition, hits mostly inhibitors; AID 2675; hit rate 0.036% among 280,000; active = well fitted inhibition curve with a large enough effect in the signal ratio, with a control signal flat, not every such curve was filed as active; inconclusive = small, poorly fitted or top-dose-only effect, or effect the other way, or a change in a side signal; inactive = no such curve, though single readings can be large or run the other way; the % refers to the signal ratio; note: % is set by controls: 0 for no effect and ±100 for the full control effect
Target sequence (Q9NR56 whole entry, looked up): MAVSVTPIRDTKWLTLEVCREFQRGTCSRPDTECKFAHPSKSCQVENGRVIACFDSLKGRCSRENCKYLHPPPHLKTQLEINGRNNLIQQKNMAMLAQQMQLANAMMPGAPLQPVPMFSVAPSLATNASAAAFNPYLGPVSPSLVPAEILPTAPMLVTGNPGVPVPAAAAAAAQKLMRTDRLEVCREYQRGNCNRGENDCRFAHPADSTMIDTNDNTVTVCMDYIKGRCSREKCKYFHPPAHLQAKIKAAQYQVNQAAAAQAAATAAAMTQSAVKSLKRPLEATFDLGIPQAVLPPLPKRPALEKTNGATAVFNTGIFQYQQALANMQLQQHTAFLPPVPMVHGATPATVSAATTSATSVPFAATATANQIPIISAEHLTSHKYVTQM
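His-tagged MBNL1 binding to biotinylated (CUG)12 RNA was measured by TR-FRET using terbium anti-His antibody (0.055 ng/ul final) and streptavidin-XL665 (5 nM final). Compounds were titrated 92 nM to 58 uM; 60 min at room temperature.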
FLuc modulator – firefly luciferase modulation, counter-screen for miR-21 project | purified FLuc, Km substrates, luminescence inhibition | Potency, µM (doses to about 57.5 µM), for the others: at the highest dose activity change, negative = inhibition, hits mostly inhibitors | hit rate 6.9% among 360,000 | AID 588342;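 note: plate controls were vehicle for no effect and reference inhibitor for full effect; nearly all actives have a fitted effect of over 55% in size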
Target sequence (P08659 whole entry, looked up): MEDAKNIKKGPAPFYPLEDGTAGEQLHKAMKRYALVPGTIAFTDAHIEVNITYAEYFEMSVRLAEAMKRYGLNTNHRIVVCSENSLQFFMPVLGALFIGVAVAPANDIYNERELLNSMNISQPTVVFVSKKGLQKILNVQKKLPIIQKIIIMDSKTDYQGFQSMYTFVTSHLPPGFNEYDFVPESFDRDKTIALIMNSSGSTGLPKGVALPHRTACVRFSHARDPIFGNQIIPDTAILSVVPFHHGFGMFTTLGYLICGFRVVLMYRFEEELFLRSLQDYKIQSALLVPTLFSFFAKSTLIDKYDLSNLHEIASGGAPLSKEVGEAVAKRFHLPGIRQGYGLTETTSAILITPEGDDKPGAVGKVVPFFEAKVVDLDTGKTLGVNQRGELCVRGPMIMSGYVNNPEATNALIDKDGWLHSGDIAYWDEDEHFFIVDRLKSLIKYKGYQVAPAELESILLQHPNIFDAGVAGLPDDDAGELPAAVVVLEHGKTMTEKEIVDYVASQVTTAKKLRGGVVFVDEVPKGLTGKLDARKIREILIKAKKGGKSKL
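Purified P. pyralis luciferase, 10 nM final, with Km-level 10 uM D-luciferin and 10 uM ATP in 50 mM Tris acetate pH 7.5, 10 mM Mg acetate, 0.01% Tween-20, 0.05% BSA; 6-point qHTS titration about 60 µM downward; luminescence read.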
MLL CXXC-DNA inh – blocks binding of human MLL CXXC domain to DNA; MLL-CXXC / FITC-HOXA9 DNA fluorescence polarization; Potency, µM (titrated, usually from 115 µM), without a hit: at the highest dose activity change, negative = inhibition, actives largely listed as inhibitors; AID 2662; Q03164; hit rate 0.037% among 290,000; active = well fitted inhibition curve with a large enough effect in the polarisation, with a control signal flat, not every such curve was filed as active; inconclusive = small, poorly fitted or top-dose-only effect, or effect the other way, or a change in a side signal; inactive = no such curve, though single readings can be large or run the other way; the % refers to the polarisation
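Steps: dispense CXXC domain solution (7 uM) → pin compounds or unlabeled HOX-A9 DNA control → 5 min ambient → add FLSN-HOX-A9 solution (50 nM) → spin → 30 min ambient → fluorescence polarization. Tris pH 7.5/NaCl/DTT/BSA buffer.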
p53 reactivator – re-activators of mutant p53 | H1299 p53-A138V BP100-luciferase reporter, luminescence, 24 h | Potency, µM (series often up to 92.2 µM), inactives show at the top dose activity change, positive = activation, hits mostly activators | AID 504706 | hit rate 0.063% among 320,000; note: % of control where 0% means no effect; nearly all actives have a fitted effect of over 45% in size
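H1299 (p53-null), stable ts p53-A138V + BP100-Luc; 1000 cells/well, Opti-MEM/10% FBS; cpd 4 pt, 1:5; 24 h, 37 deg C, 5% CO2; detection reagent 10 min RT; luminescence.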
Rab9 prom act – Rab9 promoter activation. Huh7 Rab9 promoter-luciferase reporter, luminescence, 24 h. Potency, µM (titrated, usually from 9.22 µM), inactives show top-dose activation, negative = inhibition, usual class: activators. hit rate 2.8% among 320,000. AID 485297; note: % of control where 0% means no effect; nearly all actives have a fitted effect of over 60% in size
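Cells were plated at 1500 per well in reduced-serum medium with 10% FBS and left 2 h. Compound in DMSO was then added for 24 h at 37 °C. Reporter signal was read by luminescence after 10 min with luciferase detection reagent.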
Gal4-VP16 FLuc – counter-screen for ROR gamma inhibitors: Gal4-VP16 reporter | Drosophila S2 Gal4-VP16 UAS-luciferase, luminescence, 20 h | Potency, µM (doses to about 53.6 µM), inactives show at the highest dose activity, negative = inhibition, most hits filed as inhibitors | hit rate 3.5% among 310,000;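 note: Gal4-VP16 expression switched on by copper sulfate through the metallothionein promoter; % is set by controls: 0 for no effect and ±100 for the full control effect; nearly all actives have a fitted effect of over 50% in size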
Active calls of the source: *; ? = inconclusive; · = no result given; & = joins results of further samples; [ ] = remark or other dose. Unless noted, calls come from the whole dose curve; as a rule, active = well fitted curve in the direction sought with a large enough effect; inconclusive = small, poorly fitted or top-dose-only effect, or another doubt; inactive = no such curve, though single readings can be large; an effect the other way counts as inactive or inconclusive. Potency is the fitted concentration of half-maximal effect. Some of the compounds tested; the hit share may differ from the screen's.

Sequence of screens – NPC1 promoter act, ELG1 genotox, Gal4-VP16 FLuc, FLuc modulator, MBNL1 CUG block, BRCA1 expr act, MLL CXXC-DNA inh, p53 reactivator, RORg inh, Rab9 prom act, uPA surface inh
CC(C)(C)Nc1nc(OCC(F)(F)F)nc(OCC(F)(F)F)n1
  -2%, 2%, -10%, -1%, 0%, -9%, 19%, 23%, ?, -3%, 0%
CN1CCN(C(=O)c2cccn(Cc3ccc(C(F)(F)F)cc3)c2=O)CC1
  -6%, -2%, 4%, 0%, -6%, 1%, 6%, 1%, -5%, -3%[1.84 µM], -13%
CCCc1c(O)nc(SCC(=O)NCc2ccco2)[nH]c1=O
  -1%, 3%, -5%, -10%, ?, -26%, 2%, 0%, -3%, 1%, 7%
O=C(NC1CCCCC1)C(=O)c1c[nH]c2ccccc12
  ?, 15µM*, 1%, 11µM*, 5%, 13µM*, -4%, ?, 22%, 3.2µM*, 8%
CC1CC1C(=O)Nc1nc(-c2ccc(Cl)s2)cs1 (stereo not drawn)
  1%, 17%, -17%, ?, 26%, -38%, 19%, 3%, 6%, 1%, 2%
O=C(Nc1ccc(OCC(=O)N2CCOCC2)cc1)c1ccccc1Cl
  22%, ?, 7.9µM*, 1.7µM*, 4%, 71%, -7%, -4%, 11µM*, 24%, -9%
CC1CCN(CCCNC(=O)C2CCCN(c3ncnc4c3nc3n4CCCCC3)C2)CC1 (stereo not drawn)
  0%, 2%, -10%, 2%, -9%, -15%, 38%, 5%, -18%, 1%, -3%
COc1cc(-n2c(C)nc3cc(C(=O)NCC4CCCO4)ccc32)cc(OC)c1OC (stereo not drawn)
  0%, 13%, 7%, -1%, -11%, 1%, 5%, -3%, 9%, 3%, -3%
O=C(NCc1ccco1)c1sc2cccc(F)c2c1Cl
  ?, 18µM*, 26%, -17%, 88%[activator], 60%, 8%, 29%, -32%, ?, ·
O=C(Nc1cccc(-c2cnc3ccccc3n2)c1)c1ccco1
  4%, 4%, -19%, ?, ?, 76%, 3%, -8%, 0%, 3%, -11%

Shown as a hit in Rab9 prom act, among the entries above:
canonical_smiles | NPC1 promoter act | MBNL1 CUG block | MLL CXXC-DNA inh | p53 reactivator | RORg inh | Rab9 prom act | uPA surface inh
O=C(NC1CCCCC1)C(=O)c1c[nH]c2ccccc12 | ? | 5% | -4% | ? | 22% | 3.2µM* | 8%

New compounds follow:
Sequence of screens – NPC1 promoter act, ELG1 genotox, Gal4-VP16 FLuc, FLuc modulator, MBNL1 CUG block, BRCA1 expr act, MLL CXXC-DNA inh, p53 reactivator, RORg inh, Rab9 prom act, uPA surface inh
O=C1NC(=S)N/C1=C\c1ccc(N2CCOCC2)cc1
  29%, ?, 4%, 21µM*, ?, 60%, 6%, 1%, 15%, 23%, -20%
O=C(N1CCOCC1)N1CCN(S(=O)(=O)c2ccc(Cl)cc2)CC1
  2%, -3%, 3%, -5%, -7%, 0%, -25%, 5%, -27%, -3%, 11%
CC(C)C[C@H](NC(=O)c1nc[nH]c1C(=O)NCc1ccc(CNC(=O)OC(C)(C)C)cc1)C(=O)OC(C)(C)C
  -3%, -7%, ?, 1%, 2%, -71%, -7%, ·, 13µM*, 0%, ?
COc1ccc(CN(C)c2ccc(S(=O)(=O)N3CCN(C)CC3)cc2[N+](=O)[O-])cc1OC
  -22%, 3%, ·, 2%, ·, -34%, ·, -11%, ·, -29%, -7%
COc1ccccc1C(=O)NC1CCN(C(=S)NCCc2ccccc2)CC1
  -10%, -6%, 1%, 5%, 2%, -6%, 2%, -3%, 16%, -9%, 0%
COc1ccc(/C=N/Nc2nc3ccccc3c(=O)n2-c2ccccc2)cc1OC
  18%, 10%, ?, 1.9µM*, ·, ?, 18%, 12%, ?, ?, -5%
Cc1nc(-c2ccc(F)cc2)c(CC(=O)N(C)CC(=O)Nc2ccc(F)cc2)s1
  -2%, 3%, ·, -2%, ·, -11%, ·, 7%, ·, -5%, -8%
O=C(N/N=C/c1coc2ccccc2c1=O)c1ccc(Cl)cc1
  1%, -9%, 0%, -6%, -12%, 18%, 12%, -12%, -15%, 18%, 8%
Cc1ccc(NC2CC(=O)N(c3ccc(C)cc3)C2=O)cc1 (stereo not drawn)
  7%, ?, -18%, -15%, 2%, 4%, 3%, 12%, ?, 11%, 6%
O=C(NC(=S)NNC(=O)c1ccccc1O)c1ccccc1
  -2%, 7%, -8%, 24µM*, -1%, -18%, 18%, 23%, 11µM*, 10%, -5%
CN(C)c1nc(C(F)(F)F)cc(=O)[nH]1
  1%, -7%, 6%, 1%, -5%, -1%, 3%, -3%, -4%, -12%, 4%
COc1cc(S(=O)(=O)N2CCN(c3ccc(F)cc3)CC2)ccc1Cl
  1%, -4%, -3%, -2%, -7%, -3%, -6%, -6%, 7%, -1%, 5%
C(=C\c1ccccc1)/CN1CCN(c2ncnc3c2oc2ccccc23)CC1
  -5%, -25%, 18µM*, 0%, -10%, -60%, 6%, -4%, ?, -10%, ·
CC(NC(=S)Nc1ccccc1OC(F)F)C(C)(C)C (stereo not drawn)
  -7%, 2%, ?, 3%, -17%, -14%, -6%, 10%, ?, -9%, 8%
CC(C)c1ccc(NC(=O)C2CCN(S(=O)(=O)c3ccc4c(c3)C(C)(C)C(=O)N4C)CC2)cc1
  -3%, -7%, -1%, 2%, -14%, -22%, 2%, ·, ?, -1%, ?
N#C/C(=C\c1cccc(Oc2ccccc2)c1)C(=O)N1CCOCC1
  -2%, 16%, -8%, ?, -9%, -7%, 9%, ?, -29%, 1%, 1%
CCOc1ccc(C(C)=O)cc1COC(=O)c1cccnc1SC
  2%, 1%, 2%, 3%, -2%, 0%, 2%, -2%, 16%, 3%, -3%
COc1cc2c(cc1NC(=O)c1cccnc1)oc1ccccc12
  ?, ?, 0%, 15µM*, 11%, 30%, -10%, 14%, 21%, ?, 0%
O=c1c2ccccc2nc(SCc2cc(F)ccc2F)n1C1CCCC1
  2%, -5%, 6%, -1%, -10%, 0%, -7%, -15%, -34%, 2%, 7%
Cc1ccc(CC(=O)Nc2ccc(S(=O)(=O)Nc3ncccn3)cc2)cc1
  1%, 0%, 2%, 0%, -3%, 0%, 0%, 11%, 21%[1.91 µM], 5%, 3%
S=c1[nH]ccn1CCc1ccccc1
  -6%, 1%, ?, 6%, -3%, -7%, 24%, 2%, ?, 2%, 0%
CC(C)c1csc(CN2CCC(N3CCC(C(=O)NCC4CCCO4)CC3)CC2)n1 (stereo not drawn)
  1%, -3%, -2%, 6%, -2%, 3%, 11%, 4%, 30%, -4%, -2%
CS(=O)(=O)N(CC(=O)Nc1ccc2c(c1)OCCO2)c1ccc2c(c1)OCO2
  2%, 16%, 6%, -6%, -9%, 0%, -1%, -16%, ?, 11%, 0%
CCOC(=O)C(NC(C)=O)(Nc1cccc(F)c1)C(F)(F)F (stereo not drawn)
  -4%, -5%, -1%, 1%, -3%, 3%, 0%, -1%, -3%, 1%, 3%
CC1(C)CC2CC(C)(CN2c2ncnc3ccccc23)C1 (stereo not drawn)
  -6%, 12%, ·, 4%, -1%, -73%, 2%, -9%, -30%[0.365 µM], -17%, ?
COc1ccc(-c2nnc3n2CCCCC3)cc1OC
  -2%, 2%, 0%, -1%, 2%, 7%, -1%, 0%, -5%, -3%, 1%
O=S(=O)(c1ccc(Br)s1)N1CCN(CCc2ccccc2)CC1
  -8%, -1%, ·, 6%, ·, 2%, ·, -3%, ·, -3%, -15%
CC(Cc1cccs1)NC(=S)Nc1ccc(Cl)cc1 (stereo not drawn)
  0%, 5%, 14µM*, ?, -13%, 56%, 3%, ?, 7.1µM*, 0%, -4%
CCN(CC)CCC(c1ccc(OC)cc1)c1c(O)cc(OC)cc1OC (stereo not drawn)
  -4%, -3%, -6%&-1%, 0%, -8%, 0%, 9%, -3%, -3%&2%, -3%, ?

Compound profiles, as listed above. Values in the order: NPC1 promoter act	ELG1 genotox	Gal4-VP16 FLuc	FLuc modulator	MBNL1 CUG block	BRCA1 expr act	MLL CXXC-DNA inh	p53 reactivator	RORg inh	Rab9 prom act	uPA surface inh
CC1(C)CC2CC(C)(CN2c2ncnc3ccccc23)C1 (stereo not drawn) in the list: -6%	12%	·	4%	-1%	-73%	2%	-9%	-30%[0.365 µM]	-17%	?
CS(=O)(=O)N(CC(=O)Nc1ccc2c(c1)OCCO2)c1ccc2c(c1)OCO2 in the list: 2%	16%	6%	-6%	-9%	0%	-1%	-16%	?	11%	0%
